PLC-beta3 inh: blocks human PLC-beta3 enzyme activity | Q01970 | Purified PLC-beta3, fluorogenic substrate, fluorescence | inhibition, % at 12.2 µM | 370,000 compounds, 0.18% hits | AID 720704; in the data active = inhibition above about 11%;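 note: 0% = median of compound wells on plate and 100% = full blocker control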
NR1D1 modulator: modulates human Rev-erb alpha binding to DNA | P20393 | Rev-erbα–FITC-DNA binding, fluorescence polarization, 90 min | activity, % at 10 µM | 370,000 compounds, 0.79% hits | AID 1259318;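 active = activity above about 14%, limit read from the data; passing the limit was not always enough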;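 note: 0% = DMSO wells with 35 nM protein and 100% = DMSO wells with 750 nM protein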
hgDAF-12 ag: agonists of H. glycines DAF-12 nuclear receptor; HEK293 GAL4-hgDAF12 UAS-luciferase reporter, agonist luminescence; normalized to butyrate control; activation, % at 6.8 µM; 370,000 compounds, 1.8% hits; AID 687014;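 active = activation above a cutoff set at the mean of all screened compounds plus 3 SD, cut at about 10% in these data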;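 note: 0% = DMSO wells and 100% = sodium butyrate wells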
DAX1 inh-1: inhibitors of human orphan nuclear receptor DAX1 (NR0B1); P51843; inhibition, % at 6.75 µM; 340,000 compounds, 0.99% hits; HEK293 Gal4-DAX1 luciferase reporter, luminescence; AID 504766;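 active = inhibition above the mean over all tested compounds plus 3 SD, cut at about 4.2% in these data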;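 note: 0% = DAX1-transfected cells with DMSO and 100% = empty-vector control cells with DMSO; inhibition shows as a rise in luminescence from relieved DAX1 repression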
Target sequence (P51843 207-470 limits assumed): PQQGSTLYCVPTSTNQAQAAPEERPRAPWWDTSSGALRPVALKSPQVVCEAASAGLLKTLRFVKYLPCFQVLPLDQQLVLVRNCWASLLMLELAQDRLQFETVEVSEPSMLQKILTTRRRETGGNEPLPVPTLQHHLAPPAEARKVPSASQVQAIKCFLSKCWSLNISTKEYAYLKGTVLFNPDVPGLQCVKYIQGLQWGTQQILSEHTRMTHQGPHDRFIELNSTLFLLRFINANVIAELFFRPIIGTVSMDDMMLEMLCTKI
ADAM17 inh: inhibits human ADAM17. recombinant ADAM17, EDANS/DABCYL FRET peptide cleavage. inhibition, % at 6.95 µM. 370,000 compounds, 0.83% hits;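 active = inhibition above the mean of compounds lying between control limits plus 3 SD, set per campaign, cut at about 8.5% in these data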;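 note: 0% = DMSO-only wells as the low control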
Target sequence (P78536 215-824 limits assumed): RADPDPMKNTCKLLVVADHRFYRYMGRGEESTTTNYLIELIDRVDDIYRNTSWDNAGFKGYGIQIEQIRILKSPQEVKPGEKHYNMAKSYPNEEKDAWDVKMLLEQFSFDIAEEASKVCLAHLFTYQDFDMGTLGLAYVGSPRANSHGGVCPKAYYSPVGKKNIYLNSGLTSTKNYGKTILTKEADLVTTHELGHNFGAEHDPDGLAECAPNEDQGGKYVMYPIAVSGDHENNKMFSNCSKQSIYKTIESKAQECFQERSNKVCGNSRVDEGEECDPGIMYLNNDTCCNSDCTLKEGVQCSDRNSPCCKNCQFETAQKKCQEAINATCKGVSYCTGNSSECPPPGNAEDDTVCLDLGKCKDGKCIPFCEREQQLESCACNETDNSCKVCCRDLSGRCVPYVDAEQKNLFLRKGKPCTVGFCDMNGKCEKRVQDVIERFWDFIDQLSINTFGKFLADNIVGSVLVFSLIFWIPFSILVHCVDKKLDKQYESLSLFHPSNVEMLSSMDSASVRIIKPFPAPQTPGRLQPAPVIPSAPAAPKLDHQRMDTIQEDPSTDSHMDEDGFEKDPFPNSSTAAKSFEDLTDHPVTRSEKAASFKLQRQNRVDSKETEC
PLC-gamma1 inh: blocks human PLC-gamma1 enzyme activity; P19174; purified PLC-gamma1, fluorogenic substrate, fluorescence; inhibition, % at 12.2 µM; 370,000 compounds, 0.84% hits; AID 720700; in the data active = inhibition above about 9.5%
hcDAF-12 act: activators of H. contortus DAF-12 nuclear receptor. HEK293 hcDAF-12 lit1-tk-luc reporter, luminescence; 0% DMSO, 100% Δ7-dafachronic acid. activation, % at 6.8 µM. 370,000 compounds, 1.4% hits. AID 652067;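 active = activation above the mean of all tested compounds plus 3 SD, cut at about 5.5% in these data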;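 note: 100% = response to 3 µM Δ7-dafachronic acid high control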
DAX1 inh-2: DAX1 (NR0B1) inhibition, primary screen; HEK293T StAR-luciferase reporter, SF-1/DAX-1 repression relief; inhibition, % at 6.8 µM; 370,000 compounds, 1.1% hits; AID 652010;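 active = inhibition above the mean over all tested compounds plus 3 SD, cut at about 3.6% in these data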;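 note: 0% = DAX-1 cells with DMSO and 100% = cells lacking DAX-1 with DMSO; higher inhibition means more luminescence from relief of DAX-1 repression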
MBD2 DNA inh: inhibitors of human MBD2 binding to methylated oligonucleotide; inhibition, % at 4.4 µM; Q9UBB5; TR-FRET; 370,000 compounds, 0.31% hits; in the data active = inhibition above about 13%
SMARCA2 activ: SMARCA2 function activation, primary screen | activation, % at 9.1 µM | MG213 cells, MMTV-luciferase reporter, dexamethasone, overnight | 370,000 compounds, 1% hits; in the data active = activation above about 7.8%;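 note: 0% = vehicle wells and 100% = reference activator wells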
ssDAF12 agonist: activates DAF-12 receptor from parasite S. stercoralis; HEK293 ssDAF-12/GRIP1 lit1-tk-luc reporter, luminescence; % of 3 µM dafachronic acid response; activation, % at 6.8 µM; 370,000 compounds, 1% hits; AID 652126;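 active = activation above the mean over all tested compounds plus 3 SD, cut at about 0.9% in these data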;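 note: 0% = DMSO-only wells and 100% = 3 µM delta7-dafachronic acid wells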
* hit, by the source's call; i = inactive; / = not tested or not shown.

mol	PLC-beta3 inh	NR1D1 modulator	hgDAF-12 ag	DAX1 inh-1	ADAM17 inh	PLC-gamma1 inh	hcDAF-12 act	DAX1 inh-2	MBD2 DNA inh	SMARCA2 activ	ssDAF12 agonist
Cc1nn(CCCC(=O)NC2CCC(C)CC2)c(=O)c2nn(-c3ccccc3)c(C)c12 (centres undefined)	-10.1	-3.7	3.4	0.1	-2.0	0.9	-1.2	0.2	1.8	0.5	-1.2
O=[N+]([O-])c1cncc([N+](=O)[O-])c1Nc1cccc(O)c1	0.9	8.3	-3.4	0.7	-4.0	-0.5	-0.9	-1.0	-2.0	-0.9	0.1
CC1CCCCC1NC(=O)COc1ccc(-n2cnnn2)cc1 (centres undefined)	-1.5	0.5	2.5	-1.3	-1.0	-2.1	0.1	-0.1	9.4	-2.4	-1.1
O=C(c1cc(=O)[nH]c2ccccc12)N1CCN(c2ccccc2)CC1	-5.9	5.8	2.2	-0.6	-3.5	3.2	-1.2	0.2	4.2	1.5	-1.7
O=C(Cc1ccccc1)NN=Cc1ccccc1	2.1	2.4	0.1	0.1	-5.8	0.2	-0.5	-0.2	-5.5	1.5	-1.5
Cc1nc(N2CCN(C)CC2)[nH]c(=O)c1Cc1cccc2ccccc12	-0.1	5.1	-1.1	0.1	1.2	5.5	-1.1	0.5	-3.7	-4.5	-0.5
CCC(=O)c1ccc(N2CCN(C(=O)c3cccc(F)c3)CC2)c(F)c1	-2.2	0.3	0.7	-0.7	-1.9	-2.3	-1.9	-0.2	0.5	-2.3	-1.6
COc1ccc(CCNC(=O)c2cc(S(=O)(=O)N(C)C)ccc2N2CCCC2)cc1	-6.8	-6.4	-1.5	1.2	-2.4	0.4	-0.4	0.0	-3.1	-2.4	-0.8
CCN(CC)C(=O)CSc1nsc(SCC(=O)N(CC)CC)c1C#N	3.4	9.0	-0.8	3.1	-1.6	1.0	1.2	-0.2	-4.3	1.5	-1.1
O=c1c2[nH]c3cccc(Cl)c3c2ncn1Cc1ccncc1	-0.1	-0.8	2.1	0.2	-15.0	-1.2	-1.0	1.2	-3.7	2.0	-1.2
COCC(C)n1c(C)cc(C(=O)COC(=O)CN=C2NS(=O)(=O)c3ccccc32)c1C (centres undefined)	6.4	1.1	-0.2	1.4	4.2	5.8	-0.9	0.6	1.9	-0.2	-0.3
CCOCCCn1c(=S)[nH]c2cc(C(=O)N3CCOCC3)ccc2c1=O	6.5	1.2	4.8	-0.3	1.7	7.8	-0.5	0.3	-5.5	-3.0	-1.3
O=C(NCc1cccs1)C1CC(=O)N(C2CCCC2)C1 (centres undefined)	3.8	-0.2	-0.9	0.3	3.5	3.1	-1.0	0.0	-0.8	4.1	-1.2
COc1cc(Br)c(CC(=O)NNC(=O)c2ccc(F)cc2)cc1OC	8.3	-8.2	0.6	2.2	-1.1	5.1	-1.5	0.1	-2.4	-1.0	-1.1
CCOc1ccc(NC(=O)CN(C)C(=O)c2ccc(C)o2)cc1OCC	-1.2	0.8	-0.4	0.1	1.7	15.0*	-1.6	0.0	3.0	-2.0	-0.7

(cont.)
mol	PLC-beta3 inh	NR1D1 modulator	hgDAF-12 ag	DAX1 inh-1	ADAM17 inh	PLC-gamma1 inh	hcDAF-12 act	DAX1 inh-2	MBD2 DNA inh	SMARCA2 activ	ssDAF12 agonist
O=C(COC(=O)c1cc(Cl)ccc1O)NNC(=O)c1ccccc1F	-19.1	-2.1	0.5	-0.5	-10.5	-17.5	-1.2	-0.5	0.4	2.0	-0.8
O=C(Cc1cc(=O)[nH]c(=O)[nH]1)NCc1ccccc1	4.0	-2.3	-0.6	-0.8	-0.5	2.9	-1.3	-0.2	-5.0	-2.1	-1.0
COC(=O)C1=C(C)N(Cc2ccc(C(F)(F)F)cc2)C(=NCc2ccc(C(F)(F)F)cc2)NC1c1ccccc1 (centres undefined)	5.1	-6.6	7.2	/	-0.3	3.4	0.5	-0.1	1.5	0.2	-0.3
Cc1ccc(CSc2nnc3nc(C)cc(C)n23)cc1	-65.4	-4.0	-2.3	1.2	-0.4	-47.9	0.0	0.9	-2.0	-2.0	-1.4
O=C1Nc2ccc(F)cc2C12OCCO2	-4.0	-2.8	0.2	0.1	-4.5	0.1	0.5	0.5	3.6	-0.3	-0.5
Cc1[nH]c(=O)[nH]c(=O)c1S(=O)(=O)Nc1ccc(F)c([N+](=O)[O-])c1	-2.5	-4.8	-0.2	1.8	-1.4	-1.2	-1.1	-0.1	-5.5	-0.8	-0.7
Cc1ccc(OCC(=O)NCC(=O)Nc2ccc(F)c(F)c2F)c([N+](=O)[O-])n1	3.2	-0.6	-0.2	0.4	2.8	-1.3	-2.0	0.3	-0.2	-2.8	-0.6
COc1ccc(C(C)NC(=O)C23CC4CC(CC(C4)C2)C3)cc1 (centres undefined)	0.1	-3.5	1.4	-0.9	-2.6	-18.5	0.0	-0.2	-1.8	0.5	-1.6
COc1cc2cnc(-c3ccccc3)c(-c3ccc([N+](=O)[O-])cc3)c2cc1OC	-2.6	0.8	-0.7	-0.9	-2.4	-3.5	-2.0	-0.2	-1.6	0.0	-0.8
Cc1ccccc1C(=O)N[C@@H](Cc1cccnc1)C(=O)N1CCC[C@H]1C(=O)NC1CCCC1	1.7	-1.1	-4.9	/	-5.7	-1.3	-0.1	-0.2	2.8	-3.3	-0.3
COc1ccc(-c2oc3ccc(-c4ccc(OC)nc4)cc3c2C#CC2(O)CCCCC2)cc1	-21.6	3.2	0.5	-0.7	-13.1	-16.0	-0.8	0.4	3.4	1.2	-1.0
O=C(Nc1nc(-c2cccs2)c(C(=O)C(F)(F)F)s1)c1ccco1	-30.3	-10.2	0.1	2.3	2.0	-24.2	-1.3	-0.2	0.6	-2.6	-1.9
COC(C[C@@H]1O[C@H]1[C@H](O)COCc1ccccc1)OC	7.6	-0.9	-0.6	3.7	7.8	1.5	1.6	0.4	-5.6	-1.5	-1.1
COC(=O)C1=CO[C@@H](O[C@@H]2O[C@H](CO)[C@@H](O)[C@H](O)[C@H]2O)C2C1CC(O)O[C@H]2C (some centres undefined)	-0.1	-3.4	1.5	0.4	-0.7	-1.3	-1.8	-0.5	-4.9	0.7	-1.4
CS(=O)(=O)N1Cc2cc(C(=O)NCC3CC3)nc(-c3cccc(-c4cccnc4)c3)c2[C@H]1CCO	0.3	-6.0	0.3	/	1.4	6.8	-0.4	0.1	-7.9	-5.0	-0.5

(continued)
mol	PLC-beta3 inh	NR1D1 modulator	hgDAF-12 ag	DAX1 inh-1	ADAM17 inh	PLC-gamma1 inh	hcDAF-12 act	DAX1 inh-2	MBD2 DNA inh	SMARCA2 activ	ssDAF12 agonist
CCn1c(SCc2ccc(OC)cc2)nnc1-c1ccncc1	1.4	-3.1	-0.9	-1.1	-3.7	-0.2	-0.5	0.5	-2.0	-1.6	-0.9
COc1ccccc1OCC(=O)OCC(=O)Nc1sccc1C(N)=O	-2.9	-2.3	-1.1	1.3	-6.0	-0.7	0.7	0.2	4.7	-2.8	-1.0
Cc1ccc(/C=c2/sc3nnc(-c4ccccc4Cl)n3c2=O)o1	-12.6	-2.4	0.8	0.2	-2.1	-8.5	-1.5	0.1	-0.2	-1.6	-1.3
COC(=O)c1ccc(OC(=O)N2CCOCC2)cc1	-9.7	1.2	3.5	1.6	-5.7	3.3	2.9	-0.3	10.0	0.7	0.8
CCc1ccc(OCC(=O)N2CCc3ccccc32)cc1	-7.6	-8.0	11.9*	1.2	-0.2	1.1	4.3	1.4	-3.3	4.2	-0.1
COC(=O)C1CN(Cc2ccc(OC)cc2)CCS(=O)(=O)N1Cc1cn(Cc2ccc(C)cc2)nn1 (centres undefined)	-0.8	8.3	1.2	/	-1.8	-0.3	-1.4	-1.5	0.8	-1.2	-1.4
Cc1cc(/C([O-])=C(/C(=S)Nc2ccc(F)cc2)[n+]2ccccc2)c(C)n1-c1ccc(F)cc1	-30.0	0.1	7.4	0.4	-4.7	-18.2	2.6	-0.2	3.6	0.1	-0.2
Cc1c(C(=O)Nc2cc(F)ccc2F)sc2nc3n(c(=O)c12)CCCCC3	-2.4	3.5	3.1	0.4	4.0	5.0	1.6	3.4	3.1	5.8	-0.7
Cc1ccnc(NS(=O)(=O)Cc2ccccc2)c1	-10.9	0.9	-0.3	-0.2	-18.4	-5.4	-2.3	-0.9	-1.5	5.3	-0.3
Cc1nc(NC(=O)c2ccc(F)cc2)sc1C(=O)Nc1ccc2c(c1)CCC2	-30.4	3.6	2.3	-0.2	2.4	-8.6	1.9	0.1	-5.1	0.6	-0.9
N#C/C(=C\c1ccncc1)c1ccccn1	-1.8	3.7	0.5	-1.5	-0.7	-2.2	-0.1	-0.6	2.2	3.0	-1.3
CCOC(=O)c1cc2c(=O)n3ccccc3nc2n(Cc2ccco2)c1=NC(=O)c1cccnc1	i	-2.0	-2.9	0.5	i	i	-2.3	-0.1	-3.4	-1.7	-0.9
Cc1cnc(C(=O)N2CCCC(N3CCN(c4ccccc4F)CC3)C2)cn1 (centres undefined)	-13.9	-1.1	0.6	0.0	-6.2	4.2	1.4	-0.3	7.5	-0.7	-0.7
Cc1cccc(C(=O)N2CCC(=O)N([C@H](COCc3ccccc3)Cc3ccccc3)CC2)c1	-3.0	-1.4	-1.7	/	-5.8	-1.8	-0.6	-1.9	3.9	-4.8	-0.8
COc1cccc(COC(=O)C2CC(=O)N(Cc3ccccc3)C2)c1OC (centres undefined)	2.9	-3.1	1.7	0.3	0.5	0.4	-0.9	-0.1	4.1	-2.8	-1.0

New compounds follow:
mol	PLC-beta3 inh	NR1D1 modulator	hgDAF-12 ag	DAX1 inh-1	ADAM17 inh	PLC-gamma1 inh	hcDAF-12 act	DAX1 inh-2	MBD2 DNA inh	SMARCA2 activ	ssDAF12 agonist
COc1cc(SC)ccc1C(=O)Nc1ccc2ncccc2c1	-18.5	6.1	15.3*	1.5	-4.7	-7.0	3.8	3.1	-4.2	4.5	2.4*
CC1CN(CC(=O)c2c(N)n(Cc3ccccc3)c(=O)n(C)c2=O)CC(C)O1 (centres undefined)	2.7	3.9	0.1	-0.3	-3.2	1.1	1.5	0.6	-1.6	-2.5	0.6
Nc1c(C(=O)c2ccccc2)sc2c1c(=O)[nH]c(=O)n2-c1ccccc1	-32.6	3.5	-0.3	-1.2	2.4	-19.1	-1.6	-1.7	7.8	2.7	-1.7
CN1CCN(C(=O)c2cnn(-c3ccccc3)c2NC(=O)c2ccccc2Br)CC1	-2.1	3.6	-1.9	2.6	-0.1	2.5	-1.7	0.7	0.1	-3.9	-1.1
CC(C)[C@H](NC(=O)c1ccco1)C(=O)OCC(=O)Nc1ccc(Cl)c(S(=O)(=O)N(C)C)c1	-2.4	-4.0	-3.4	-1.1	-1.4	1.5	-0.7	-0.3	2.5	-4.2	-1.2
O=C(c1ccc2c(c1)OCO2)N1CCN(c2ncccn2)CC1	-0.2	5.8	1.4	-1.1	-3.8	-0.8	-0.4	0.2	-2.3	-1.7	-1.6
CCOC(=O)c1cc2cc(OC)ccc2n1C1CCN(C)CC1	-120.8	-6.3	1.5	/	-40.2	-98.4	-1.7	0.1	-1.7	-2.0	-0.7
Cc1cccc(C)c1NC(=O)C(NC(=O)c1ccccn1)c1ccccc1[N+](=O)[O-] (centres undefined)	-2.0	-1.4	-0.3	0.6	-2.4	-2.6	-2.0	-0.8	1.9	-0.5	-2.0
